# Screening data as filed in PubChem.
# MT1-MMP act inh – blockers of MT1-MMP proenzyme processing, primary screen, HT1080 RFP-PRO-GFP cells, GFP/RFP fluorescence. Matrix metalloproteinase-14 (Homo sapiens), P50281. GFP/RFP ratio fluorescence, overnight; percent of plate control window, DMSO zero. GFP/RFP ratio change, % at 20 µM. hit rate 0.061% among 360,000. AID 651647, 2012;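 active = GFP/RFP ratio change of at least 30% with cell ATP level not reduced by more than half and red fluorescence within 50% of control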; note: strong numbers were not always called active
#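 Material: RFP-PRO-GFP reporter HT1080 cells. Dosing: single-point 20 µM compound, 1% DMSO. Controls: DMSO and RFP-L50D-GFP cell wells. Timing: cells overnight before dosing, compound overnight, 37 °C, 5% CO2. Measure: GFP/RFP fluorescence ratio.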
# E coli Lon inh – inhibitors of E. coli Lon protease, primary screen, biochemical, fluorescence polarization; hit rate 0.42% among 360,000; inhibition, % at 7.94 µM; AID 602123, 2011; purified E. coli Lon protease; P0A9M0; in the data active = inhibition above about 13%, passing the limit was not always enough;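 note: 0% = enzyme with probe and DMSO and 100% = no enzyme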
# MsrA act – bovine MsrA enzyme activators, primary screen, biochemical, absorbance, HTS. activation, % at 10.6 µM. hit rate 0.3% among 360,000. purified bovine MsrA, absorbance read-out. Methionine sulfoxide reductase A (Bos taurus); in the data active = activation above about 7.5%;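 note: 0% = vehicle and 100% = reference activator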
# SKN-1 inh – suppressors of acrylamide-induced Pgst-4::GFP reporter in worms, primary screen, SKN-1 inhibitor project, whole organism, uHTS, GFP/RFP fluorescence ratio, strain VP596; C. elegans VP596 Pgst-4::GFP/RFP ratio, 24 h; hit rate 0.49% among 360,000; inhibition, % at 21.8 µM; AID 624304, 2012;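 active = interference check ratio from 0.5 to 1.5 plus GFP to RFP signal ratio inhibition reaching or exceeding a fixed threshold, cut at about 30% in these data, passing the limit was not always enough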; note: some compounds called inactive have numbers as strong as hits
# Neddylation inh – inhibitors of cullin neddylation, primary screen, biochemical, TR-FRET, uHTS, NAE and Ubc12 | hit rate 0.58% among 360,000 | calls only at 25 µM | NEDD8-conjugating enzyme Ubc12 (Homo sapiens) + NEDD8-activating enzyme E1 regulatory …; in the data active = inhibition above about 36%
# MsrA inh – bovine MsrA enzyme inhibitors, primary screen, biochemical, absorbance, HTS; Methionine sulfoxide reductase A (Bos taurus); purified bovine MsrA, absorbance read-out; inhibition, % at 15.5 µM; hit rate 0.75% among 360,000; AID 651718, 2012; in the data active = inhibition above about 4.5%;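 note: 0% = vehicle wells with enzyme and 100% = reference inhibitor wells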
# CendR NRP1 mod – modulators of CendR peptide binding to NRP-1, primary screen, biochemical, fluorescence polarization, uHTS; FAM-RPARPAR peptide binding to NRP-1; inhibition, % at 25 µM; hit rate 0.85% among 360,000;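 active = inhibition or corrected inhibition above about 18%, plus a signal ratio from 0.5 to 1.5, limit read from the data, passing the limit was not always enough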; note: strong numbers were not always called active
# FAS-TE inh – FAS thioesterase domain inhibitors, primary screen, biochemical, fluorescence intensity, uHTS | recombinant FAS-TE, OMFH fluorogenic substrate, fluorescence endpoint | hit rate 0.67% among 360,000 | inhibition, % at 15 µM | Fatty acid synthase (Homo sapiens), P49327;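 active = compounds whose normalised, plate-corrected inhibition of enzyme fluorescence in the single-dose primary screen is 50% or more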;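 note: 0% = DMSO with enzyme and 100% = substrate without enzyme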
# Rin1-Abl PPI inh – inhibitors of Rin1-Abl protein binding, primary screen, biochemical, TR-FRET; Tyrosine-protein kinase ABL1 (Homo sapiens) + Ras and Rab interactor 1 (Homo sapiens), …; inhibition, % at 7.35 µM; hit rate 0.4% among 360,000; AID 588664, 2011; in the data active = inhibition above about 5%, passing the limit was not always enough
# * marks the source's active call; other numbers are inactive results; i = inactive; . = not tested or not shown.
SMILES,MT1-MMP act inh,E coli Lon inh,MsrA act,SKN-1 inh,Neddylation inh,MsrA inh,CendR NRP1 mod,FAS-TE inh,Rin1-Abl PPI inh
CCn1c(C)nnc1SCC(=O)Nc1ccc(N2CCOCC2)cc1,3,-9,-2,-13,i,-0.6,-2,-5,2
CC(C)N1CCC(N2CCN(Cc3cc4c(cc3Cl)OCO4)CC2CCO)CC1 (centres undefined),5,4,-3,3,i,-0.1,4,-4,-1
S=P(c1ccc(N2CCOCC2)cc1N1CCOCC1)(N1CCOCC1)N1CCOCC1,0,-3,0,44*,i,-0.3,11,-5,1
CN(C)/C=C(\C#N)c1nc2ccccc2[nH]1,2,3,-5,10,i,3.0,5,-9,1
O=C(CCNC(=O)c1ccc(Br)cc1)NCc1ccccn1,3,8,-3,0,i,0.8,2,-5,1
Cc1nnc(SCc2nc3scc(-c4ccccc4)c3c(=O)[nH]2)s1,0,-22,-5,1,i,0.7,-50,-8,2
CC(=O)NC1CC2CCCC(C1)N2CC(=O)NCc1ccc(F)cc1 (centres undefined),-3,-8,-4,-11,i,-0.7,1,-7,5
NC(=O)NC(Cc1ccccc1)C(=O)NCCCSc1ccccc1 (centres undefined),-2,5,-4,-7,i,-0.3,13,-1,3
CCCCNC(=O)CN(C1CCCCC1)S(C)(=O)=O,-6,1,-3,12,i,-1.3,-3,-5,1
CC(C)Cc1nnc(N)s1,0,-5,2,4,i,0.7,-4,-5,0
Cc1cccc(CS(=O)(=O)c2ncc(Cl)c(C(=O)Nc3ccc(F)cc3)n2)c1,-4,10,-11,11,i,0.2,4,56*,1
COc1ccccc1CC(=O)NC1CCCc2ccccc21 (centres undefined),-3,4,-3,6,i,-0.2,2,-2,0
O=c1ccc(-c2ccccc2)nn1Cc1ccccc1,1,3,-2,32,i,0.1,-1,4,1
CCC1(NC(C)=O)CC2CC1CC2NC(C)=O (centres undefined),-4,-4,-2,3,i,0.7,1,-1,0
CC(C)NC(=O)C1CCN(C2CCN(CC3CC=CCC3)CC2)CC1 (centres undefined),0,-3,-2,0,i,0.7,0,-6,-1
CCCc1cc(C(N)=O)c(NC(=O)c2ccoc2C)s1,-22,-10,-1,2,i,0.1,-16,4,2
CCn1c(=O)cc(OCC(=O)NCc2ccc(C)o2)c2ccccc21,7,-2,-4,-10,i,-0.4,-31,-3,0
CCOC(=O)c1c(-c2ccccc2)oc2ccc(OCC(O)CNCCN(C)C)cc12 (centres undefined),-1,-6,4,5,.,0.1,-12,-3,-3
CCOC(=O)CN1C(=O)S/C(=C/c2ccc(N3CCCCC3)o2)C1=O,-214,-169,-3,25,i,2.1,-131,-94,-4
Cn1c(N)c(C(=O)CSc2n[nH]c(-c3ccccc3)n2)c(=O)n(C)c1=O,5,-1,-1,-13,i,1.1,-8,-8,0
COCCN(CCOC)Cc1cc(=O)oc2cc(OC)c(Cl)cc12,0,-8,-10,6,i,1.0,-3,1,5
COc1ccc(N2C(=O)C3CCCCC3C2=O)cc1NC(=O)c1ccccc1 (centres undefined),-6,-1,-3,-12,i,0.6,11,-2,2
COc1ccc(CNc2nc(-c3ccccc3)nn2C(=O)c2ccc([N+](=O)[O-])cc2)cc1,-3,-3,-3,2,i,-0.7,11,26,-2
CCO[C@@H]1OC(C(=O)O)=C[C@H](c2ccccc2)[C@H]1CCCO,-5,-11,-5,-10,i,0.1,2,-10,4
Cc1sc(NC(=O)C2CCCCC2C(=O)O)c(C(N)=O)c1C (centres undefined),-3,2,-3,-6,i,0.7,8,-9,-5
# Other structures:
SMILES,MT1-MMP act inh,E coli Lon inh,MsrA act,SKN-1 inh,Neddylation inh,MsrA inh,CendR NRP1 mod,FAS-TE inh,Rin1-Abl PPI inh
CN(Cc1cnccn1)Cc1nc(Cc2cccc(F)c2)no1,2,7,-3,6,i,0.2,14,-3,2
COC(=O)c1cn(NC(=O)Cc2ccc(Cl)c(Cl)c2)c(=O)c2ccccc12,-1,-6,-3,0,i,0.5,6,9,0
CC(C)OC(=O)CCc1nc2ccccc2[nH]c1=O,4,-4,-4,-19,i,2.6,-11,-8,-1
CCN1CCN(CCCOc2ccccc2-c2ccccc2)CC1,2,1,-4,9,i,1.0,4,-4,2
CC(C)(C)NC(=O)COc1ccc(CNn2nnnc2N)cc1,-4,1,-6,-14,i,0.5,4,-7,1
NS(=O)(=O)c1ccc(N/N=C2/CCCCC2C2CCCCC2)c([N+](=O)[O-])c1 (centres undefined),-10,0,-3,13,i,0.2,5,30,-3
Cc1sc(NC(=O)c2ccc(Cl)s2)c(C(N)=O)c1C,1,-9,-7,15,.,2.8,-22,8,5
COc1cc(OC)nc(-n2ncc(Br)c(Br)c2=O)n1,-23,2,4,-2,i,0.1,8,16,-1
COc1cc(CNC2CCCC2)cc(Cl)c1OCc1ccccc1Cl,-15,-3,-2,17,i,.,-7,-2,-5
C=CCN(C(=O)Cc1cccs1)c1nc(-c2ccc(S(C)(=O)=O)cc2)cs1,-8,-9,-5,1,i,0.1,-16,27,1
Cc1ccc(OCC(=O)Nc2ccc(C)c(S(=O)(=O)N3CCCCC3)c2)c([N+](=O)[O-])n1,0,1,-3,2,i,-0.2,-10,15,-6
Nc1ccccc1SC(CC(=O)c1ccccc1)c1cccc([N+](=O)[O-])c1 (centres undefined),-5,-7,8.1*,-1,i,0.9,-9,20,-1
Cc1ccc(OCCN2C(=O)c3ccccc3C2=O)c(C)c1,8,2,0,18,i,0.1,1,16,2
CCCCOc1ccc(CSc2n[nH]c(C)n2)cc1,-1,2,1,-20,i,0.2,-3,-6,0
O=C(O)c1cccc(Nc2ccnc(Nc3cccc(C(=O)O)c3)n2)c1,3,3,-3,0,i,-0.6,-4,-1,-3
COC(=O)c1sccc1NC(=O)C1CC=CCC1C(=O)O (centres undefined),2,-14,-2,-8,i,-0.3,12,-13,-81
CCn1c2ccccc2c2nn(C)c(=N)nc21,-9,5,-3,2,i,0.7,9,-4,-1
CCCC(=O)Nc1ccccc1-c1nnn(CC(=O)Nc2ccc(OC)cc2)n1,6,11,7,2,i,-0.2,18,5,-1
CCOC(=O)c1ccccc1NS(=O)(=O)c1ccc(OCC)cc1,-9,-9,0,-9,i,-1.3,11,29,-3
CC(NC(=O)Cc1ccsc1)c1ccc(S(N)(=O)=O)cc1 (centres undefined),13,-2,-2,10,i,1.0,-15,-6,0
COc1cn(-c2ccccc2)nc1C(=O)NCc1ccccc1,2,-5,-8,4,i,-0.4,8,-4,-2
Cc1nc2nc(-c3ccco3)nn2c(C)c1Cl,-5,-3,-11,1,.,1.9,-10,-7,-1
O=C(CN1C(=O)c2cccnc2Oc2ccc(Cl)cc21)Nc1ccc(F)cc1,-1,-2,-2,22,i,-1.0,-5,16,-1
CCC1CCCN1Cn1cnc2c([nH]c3ccc(Cl)cc32)c1=O (centres undefined),3,-6,-4,-5,i,0.8,5,-7,-1
CC(=O)c1cccc(OC(=O)c2ccc3c(=O)n4c(nc3c2)CCC4)c1,3,9,-2,0,i,.,7,-4,-3
# Other results.
SMILES,MT1-MMP act inh,E coli Lon inh,MsrA act,SKN-1 inh,Neddylation inh,MsrA inh,CendR NRP1 mod,FAS-TE inh,Rin1-Abl PPI inh
Nc1ccc(Nc2ccncc2[N+](=O)[O-])cc1,0,-15,-10,-8,i,0.5,20,-8,-9
COc1ccc(C(=O)OCC(=O)NC(=O)Nc2ccccc2F)c(OC)c1,4,-11,-12,-19,i,0.5,10,-3,0
COc1ccccc1CCC(=O)Nc1cccc(S(=O)(=O)N2CCOCC2)c1,2,3,-8,9,i,0.5,0,2,6
O=C(NCc1ccc2c(c1)OCO2)C1CCN(S(=O)(=O)c2cccs2)CC1,-3,8,-2,22,i,0.8,-2,3,-1
CC(C)C(=O)Nc1ccc(C(=O)NNC(=S)NC(=O)c2ccccc2[N+](=O)[O-])cc1,4,-7,0,-1,i,1.4,-8,-3,1
OC(CNCc1cccs1)c1ccccc1 (centres undefined),0,-16,-2,-1,i,.,4,-7,5
COC(=O)c1ccc(N/C(C)=C/C(=O)c2ccc(C)o2)cc1,-2,-10,-4,6,i,2.4,-2,2,4
Cc1[nH]c(=S)[nH]c(=O)c1Cc1ccc(OCC(C)C)cc1,4,8,0,-8,i,0.7,8,-3,4
Cc1cccc(C(=O)N/N=C2/SCC(=O)N2Cc2ccccc2)c1,1,9,-10,3,i,0.6,6,1,1
NC(=Nc1ccc(N)cc1)C(N)=Nc1ccc(N)cc1,8,5,-6,0,i,3.7,-1,-6,-2
O=C(Nc1ccccc1Oc1ccccc1)c1ccccc1F,1,1,-7,15,i,-0.1,0,19,2
COc1ccc(-c2nnc(SCC(=O)NNC(=O)Cc3ccccc3)n2C)cc1OC,2,3,-5,-2,i,0.1,-5,-7,-2

# Part of the list above in a different format:
# Every second line gives: MT1-MMP act inh | E coli Lon inh | MsrA act | SKN-1 inh | Neddylation inh | MsrA inh | CendR NRP1 mod | FAS-TE inh | Rin1-Abl PPI inh
- CN(C)/C=C(\C#N)c1nc2ccccc2[nH]1
  2 | 3 | -5 | 10 | i | 3.0 | 5 | -9 | 1
- O=C(CCNC(=O)c1ccc(Br)cc1)NCc1ccccn1
  3 | 8 | -3 | 0 | i | 0.8 | 2 | -5 | 1
- Cc1nnc(SCc2nc3scc(-c4ccccc4)c3c(=O)[nH]2)s1
  0 | -22 | -5 | 1 | i | 0.7 | -50 | -8 | 2
- CC(=O)NC1CC2CCCC(C1)N2CC(=O)NCc1ccc(F)cc1 (centres undefined)
  -3 | -8 | -4 | -11 | i | -0.7 | 1 | -7 | 5
- NC(=O)NC(Cc1ccccc1)C(=O)NCCCSc1ccccc1 (centres undefined)
  -2 | 5 | -4 | -7 | i | -0.3 | 13 | -1 | 3
- CCCCNC(=O)CN(C1CCCCC1)S(C)(=O)=O
  -6 | 1 | -3 | 12 | i | -1.3 | -3 | -5 | 1
- CC(C)Cc1nnc(N)s1
  0 | -5 | 2 | 4 | i | 0.7 | -4 | -5 | 0
- Cc1cccc(CS(=O)(=O)c2ncc(Cl)c(C(=O)Nc3ccc(F)cc3)n2)c1
  -4 | 10 | -11 | 11 | i | 0.2 | 4 | 56* | 1
- COc1ccccc1CC(=O)NC1CCCc2ccccc21 (centres undefined)
  -3 | 4 | -3 | 6 | i | -0.2 | 2 | -2 | 0
- O=c1ccc(-c2ccccc2)nn1Cc1ccccc1
  1 | 3 | -2 | 32 | i | 0.1 | -1 | 4 | 1
- CCC1(NC(C)=O)CC2CC1CC2NC(C)=O (centres undefined)
  -4 | -4 | -2 | 3 | i | 0.7 | 1 | -1 | 0
- CC(C)NC(=O)C1CCN(C2CCN(CC3CC=CCC3)CC2)CC1 (centres undefined)
  0 | -3 | -2 | 0 | i | 0.7 | 0 | -6 | -1
- CCCc1cc(C(N)=O)c(NC(=O)c2ccoc2C)s1
  -22 | -10 | -1 | 2 | i | 0.1 | -16 | 4 | 2
